3T3 cytotox = kills NIH 3T3 cells | NIH 3T3 viability, CellTiter-Glo ATP luminescence, 48-72 h | Potency, µM (doses to about 96.7 µM), without a hit: at the highest dose activity change, negative = cytotoxicity, most hits filed as inhibitors | actives 4.3% (n = 94,000) | AID 1345082; note: potency is the fitted concentration of half-maximal effect; nearly all actives have a fitted effect of over 55% in size
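ATP-dependent luminescence (CellTiter-Glo) served as the viability signal for NIH 3T3 cells treated with compound for 48 or 72 hr at 37 °C.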
HEK cytotox = HEK 293 cell cytotoxicity; HEK 293 viability, ATP luminescence (CellTiter-Glo), 48-72 h; actives 6.6% (n = 94,000); Potency, µM (highest dose often 115 µM), for inactives: top-dose activity change, negative = cytotoxicity, hits mostly inhibitors; AID 1345083; note: potency is the fitted concentration of half-maximal effect; nearly all actives have a fitted effect of over 60% in size
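CellTiter-Glo luminescence (cellular ATP) was read after 48 or 72 hr of compound exposure at 37 degree Celsius. Cells were HEK 293 plated at 250 cells/well.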
GPT2 inh = blocks human glutamate pyruvate transaminase 2. Recombinant GPT2, coupled pyruvate oxidase/HRP Amplex Red fluorescence. actives 0.25% (n = 100,000). Q8TD30. Potency, µM (top dose mostly 57.7 µM), for inactives: top-dose activity change, negative = inhibition, most hits filed as inhibitors; note: potency is the fitted concentration of half-maximal effect; nearly all actives have a fitted effect of over 60% in size; many of its hits are not listed in these tables
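Inhibition is scored from Amplex Red fluorescence generated when pyruvate oxidase and HRP act on pyruvate released by GPT2. Reactions contain 10ng/uL enzyme, 250uM a-KG and 2mM L-alanine and run 30 min at room temperature.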
IP6K1 inh = inhibitors of human IP6K1 | Q92551 | IP6K1 kinase, ADP-Glo luminescence, 2 h; hits give low values | activity change, % (series mostly up to about 58 µM) | actives 0.81% (n = 140,000) | AID 1645851; in the data active = activity change below about -25%
Target sequence (Q92551 whole entry, looked up): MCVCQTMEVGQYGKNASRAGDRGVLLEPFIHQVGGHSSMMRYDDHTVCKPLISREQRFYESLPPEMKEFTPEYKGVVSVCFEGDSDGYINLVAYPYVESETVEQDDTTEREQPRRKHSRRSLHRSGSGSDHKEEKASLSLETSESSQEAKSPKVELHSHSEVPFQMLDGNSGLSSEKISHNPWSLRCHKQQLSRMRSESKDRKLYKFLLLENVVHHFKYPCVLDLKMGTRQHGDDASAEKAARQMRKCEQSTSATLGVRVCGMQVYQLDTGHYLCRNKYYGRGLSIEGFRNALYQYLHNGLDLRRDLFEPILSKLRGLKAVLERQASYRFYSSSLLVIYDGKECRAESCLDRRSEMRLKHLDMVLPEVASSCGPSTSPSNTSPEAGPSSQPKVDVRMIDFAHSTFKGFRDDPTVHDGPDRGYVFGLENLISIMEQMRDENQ
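ADP-Glo luminescence measures ADP made by human IP6K1 during a 2 h RT reaction with ATP/IP6 (mix at 1.3 mM/130 uM); top library doses 57.5 and 19.1 uM final.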
SNCA expr inhib = inhibitors of alpha-synuclein (SNCA) gene expression; HEK-293 SNCA-luciferase knock-in, luminescence, 24 h; Potency, µM (top dose mostly 57.2 µM), for inactives: at the highest dose activity change, negative = inhibition, hits mostly inhibitors; actives 0.17% (n = 140,000); AID 1671194;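 note: potency is the fitted concentration of half-maximal effect; plate controls were DMSO cells for no effect and cell-free wells for full effect; nearly all actives have a fitted effect of over 45% in size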
SNCA viab count = reduces viability of HEK-293 SNCA reporter cells. HEK-293-SNCA-luc viability, GF-AFC fluorescence, 24 h. Potency, µM (top dose mostly 57.1 µM), inactives show top-dose activity change, negative = cytotoxicity, hits mostly cytotoxic. actives 0.12% (n = 150,000). AID 1671193;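 note: potency is the fitted concentration of half-maximal effect; 0% = DMSO-treated cells and -100% = medium-only wells without cells; nearly all actives have a fitted effect of over 30% in size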
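HEK-293-SNCA-luc cells (1500/well) plated 24 h, then exposed 24 h to a dilution series; GF-AFC added 30 min at 37C, fluorescence 405/540 nm; normalised to medium-only and DMSO wells, Hill fit.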
FLuc inh = blocks purified firefly luciferase enzyme activity; actives 2.5% (n = 76,000); purified P. pyralis luciferase, luminescence, biochemical; AID 1347043; P08659; Potency, µM (top dose mostly 115 µM), for inactives: top-dose activity change, negative = inhibition, hits mostly inhibitors; note: potency is the fitted concentration of half-maximal effect; nearly all actives have a fitted effect of over 65% in size
Target sequence (P08659 whole entry, looked up): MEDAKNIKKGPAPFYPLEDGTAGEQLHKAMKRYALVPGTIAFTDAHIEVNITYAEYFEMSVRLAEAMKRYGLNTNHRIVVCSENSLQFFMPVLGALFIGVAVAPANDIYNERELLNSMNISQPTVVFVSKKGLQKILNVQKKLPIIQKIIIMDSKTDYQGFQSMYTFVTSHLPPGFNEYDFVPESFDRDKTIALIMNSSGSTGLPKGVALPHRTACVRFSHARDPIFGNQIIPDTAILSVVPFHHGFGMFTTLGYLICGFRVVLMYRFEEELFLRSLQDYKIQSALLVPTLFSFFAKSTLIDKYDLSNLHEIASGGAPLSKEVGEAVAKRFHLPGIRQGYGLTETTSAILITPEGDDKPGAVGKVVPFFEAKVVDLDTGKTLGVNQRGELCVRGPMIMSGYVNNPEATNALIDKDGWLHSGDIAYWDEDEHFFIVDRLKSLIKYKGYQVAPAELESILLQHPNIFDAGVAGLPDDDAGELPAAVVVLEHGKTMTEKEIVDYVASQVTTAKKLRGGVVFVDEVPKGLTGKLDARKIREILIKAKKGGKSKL
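Luminescence read by CCD imaging after purified firefly luciferase (10nM final) was added to substrate buffer holding 10uM D-luciferin and 10uM ATP, pH 7.5, pre-dosed with compound.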
* marks the source's active call; other numbers are inactive results; [ ] = another dose, or the depositor's remark. Unless noted, calls come from the whole dose curve; as a rule, active = well fitted curve in the direction sought with a large enough effect; inconclusive = small, poorly fitted or top-dose-only effect, or another doubt; inactive = no such curve, though single readings can be large; an effect the other way counts as inactive or inconclusive. Unless noted, % is set by controls: 0 for no effect and ±100 for the full control effect. Not all compounds are listed. The share of hits here may be higher or lower than overall.

How did O=C([C@H]1O[C@H](CCN2C[C@@H]3C[C@H](C2)c2cccc(=O)n2C3)CC[C@@H]1O)N1CCN(c2ccccc2)CC1 do in these assays?
3T3 cytotox: -26.0%; HEK cytotox: inconclusive; GPT2 inh: inactive; IP6K1 inh: -2.2; SNCA expr inhib: 9.7%; SNCA viab count: 9.2%; FLuc inh: -3.2%

Results for CC(C)(CC(=O)O)CC(=O)N[C@H]1CO[C@H]2[C@@H]1OC[C@@H]2Nc1nccc(-c2ccc3c(c2)OCO3)n1 ?
3T3 cytotox: 3.5%; HEK cytotox: inactive; GPT2 inh: 2.0%; IP6K1 inh: -1.0; SNCA expr inhib: -19.0%; SNCA viab count: 1.2%; FLuc inh: 1.7%

What do the screens show for `CN(Cc1cc(F)c(F)c(F)c1)C1CCc2nn(CC3CC3)c(=O)n2CC1` (configuration not stated)?
3T3 cytotox: -17.5%; HEK cytotox: inconclusive; GPT2 inh: inactive; IP6K1 inh: -2.6; SNCA expr inhib: 3.7%; SNCA viab count: -10.6%; FLuc inh: -1.4%

How did COc1ccccc1C(=O)N1CCc2nc(C(C)C)nc(-c3ccc(Cl)cc3)c2CC1 do in these assays?
3T3 cytotox: -6.0%; HEK cytotox: inconclusive; GPT2 inh: -10.4%; IP6K1 inh: 3.5; SNCA expr inhib: 3.6%; SNCA viab count: -12.9%

Results for Cc1nc(-c2ccccc2)sc1-c1ccc(SCC(=O)NCc2ccc(F)cc2)nn1 ?
IP6K1 inh: 14.1; SNCA expr inhib: 3.8%; SNCA viab count: -1.8%

Results for COc1cccc(Nc2sc(C(=O)c3ccc(Cl)cc3)c(N)c2C(=O)NCc2ccc(C)cc2)c1 ?
IP6K1 inh: -6.5; SNCA expr inhib: 57.0%[activator]; SNCA viab count: -15.8%

Results for Cc1ccc(C2=CC(c3ccc(Cl)cc3)n3nc(-c4ccc(C)cc4)nc3N2)cc1 (configuration not stated) ?
IP6K1 inh: -2.7; SNCA expr inhib: inconclusive; SNCA viab count: inconclusive

Results for COc1ccccc1C(=O)NCCC1CCN(C(=O)Nc2ccccc2F)CC1 ?
3T3 cytotox: -18.7%; HEK cytotox: inconclusive; GPT2 inh: -7.9%; IP6K1 inh: 0.5; SNCA expr inhib: -2.0%; SNCA viab count: -6.0%; FLuc inh: -7.3%

Results for CCOC(=O)C1CCCN(C(=O)Cn2ncn3c(cc4sc(CC)cc43)c2=O)C1 (configuration not stated) ?
IP6K1 inh: 7.1; SNCA expr inhib: -9.8%; SNCA viab count: 1.8%

What do the screens show for `CCOc1ccc(C(O)Cn2ccn3nc(-c4ccccc4C)cc3c2=O)cc1` (configuration not stated)?
3T3 cytotox: inconclusive; HEK cytotox: 35.5µM*; GPT2 inh: inactive; IP6K1 inh: 10.5; SNCA expr inhib: -34.3%; SNCA viab count: -13.9%; FLuc inh: 4.2%

Results for CN(C)C(=O)N1C2CCC1CN(c1ccc(C(F)(F)F)cc1)C2 ?
3T3 cytotox: inconclusive; HEK cytotox: inconclusive; GPT2 inh: -2.5%; IP6K1 inh: -26.5*; SNCA expr inhib: inconclusive; SNCA viab count: -11.0%

How did Cc1nc2ccccc2n1CC(=O)N[C@@H]1COCC[C@@H]1OCC1CC1 do in these assays?
3T3 cytotox: -22.8%; HEK cytotox: -3.4%; GPT2 inh: inactive; IP6K1 inh: -1.2; SNCA expr inhib: -15.9%; SNCA viab count: -10.4%; FLuc inh: 0.0%

Results for COC[C@@H]1[C@H](C(=O)N2CCN(c3ccc(F)cc3)CC2)CCC(=O)N1C ?
3T3 cytotox: -17.3%; HEK cytotox: -2.8%; GPT2 inh: inactive; IP6K1 inh: 0.5; SNCA expr inhib: -2.8%; SNCA viab count: inconclusive; FLuc inh: -11.7%

How did COc1ccc(-c2ccc3nc(-c4cccc(C)c4C)oc3c2)c(OC)c1OC do in these assays?
3T3 cytotox: inconclusive; HEK cytotox: inconclusive; GPT2 inh: -17.9%; IP6K1 inh: 3.1; SNCA expr inhib: 0.4%; SNCA viab count: 13.8%; FLuc inh: -12.5%

How did OC1(CN2CCCCC2)CCN(Cc2cnn(-c3cccc(F)c3)c2)C1 (configuration not stated) do in these assays?
3T3 cytotox: inconclusive; HEK cytotox: inconclusive; GPT2 inh: inactive; IP6K1 inh: -14.7; SNCA expr inhib: 5.7%; SNCA viab count: -3.2%; FLuc inh: 10.1%

How did Cc1ccc(-n2nc3n(c2=O)CCN(C(=O)Nc2ccc(Cl)cc2)C3)cc1 do in these assays?
3T3 cytotox: inconclusive; HEK cytotox: inconclusive; GPT2 inh: inactive; IP6K1 inh: 3.1; SNCA expr inhib: -17.5%; SNCA viab count: 6.5%; FLuc inh: -27.3%

What do the screens show for `NNc1nncc2ccccc12`?
GPT2 inh: -20.1%; IP6K1 inh: 20.9; SNCA expr inhib: 87.5%[activator]; SNCA viab count: -3.6%

Results for NC(=O)c1ccc(O[C@@H]2COCC[C@H]2NC(=O)N2CCOCC2)cc1 ?
3T3 cytotox: -8.5%; HEK cytotox: -3.8%; GPT2 inh: -7.4%; IP6K1 inh: -2.1; SNCA expr inhib: -25.6%; SNCA viab count: 8.0%; FLuc inh: -9.0%

Results for O=C(Cn1cccc1-c1nc(-c2ccccc2)no1)Nc1ccc(F)cc1 ?
3T3 cytotox: -7.3%; HEK cytotox: inconclusive; GPT2 inh: inconclusive; IP6K1 inh: 23.1; SNCA expr inhib: -15.4%; SNCA viab count: -4.9%; FLuc inh: 13.0%

Results for Cc1cnc(C(=O)N2CCC(n3nccc3NC(=O)CCOc3ccccc3)CC2)cn1 ?
3T3 cytotox: -23.9%; HEK cytotox: -4.0%; GPT2 inh: -6.3%; IP6K1 inh: 4.3; SNCA expr inhib: 19.7%; SNCA viab count: 1.1%; FLuc inh: inconclusive

How did Cc1ccc2[nH]c(=O)cc(C(=O)N3CCOC(CCCC(C)C)C3)c2c1 (configuration not stated) do in these assays?
3T3 cytotox: -24.1%; HEK cytotox: inconclusive; GPT2 inh: -7.7%[11.5 µM]; IP6K1 inh: 9.2; SNCA expr inhib: -19.5%; SNCA viab count: -14.0%; FLuc inh: 9.7%

Results for CNC(=O)[C@@H]1CN(S(=O)(=O)c2ccc(Cl)s2)C[C@H]1c1n[nH]c(C)n1 ?
3T3 cytotox: inconclusive; HEK cytotox: -6.3%; GPT2 inh: inactive; IP6K1 inh: 1.2; SNCA expr inhib: 5.1%; SNCA viab count: 0.1%; FLuc inh: -14.4%

What do the screens show for `COc1ccc2nc3n(c2c1)[C@@H](CNC(=O)NC(C)C)COC3`?
3T3 cytotox: 3.5%[138 µM]; HEK cytotox: 0.5%[172 µM]; GPT2 inh: inactive; IP6K1 inh: -11.4; SNCA expr inhib: -17.8%[87.6 µM]; SNCA viab count: -4.6%[87.6 µM]; FLuc inh: -5.5%[172 µM]

How did CC(C)(C)c1ccc(NC(=O)C2CCCN(c3cnccn3)C2)cc1 (configuration not stated) do in these assays?
IP6K1 inh: 30.3; SNCA expr inhib: 120.5%[activator]; SNCA viab count: 12.6%

What do the screens show for `CC(C)CCOc1ccc(Cn2c(=O)sc3ccccc32)cc1`?
IP6K1 inh: -12.5; SNCA expr inhib: -11.4%; SNCA viab count: 2.7%

What do the screens show for `O=C(Nc1ccc(F)cc1)c1ccc2oc(-c3ccnc(Cl)c3)nc2c1`?
3T3 cytotox: inconclusive; HEK cytotox: inconclusive; GPT2 inh: inactive; IP6K1 inh: -5.2; SNCA expr inhib: inconclusive; SNCA viab count: -8.0%

What do the screens show for `CNc1cc(C(=O)N[C@H](c2cccs2)C2CC(O)C2)ccn1` (some centres not stated)?
3T3 cytotox: -2.6%; HEK cytotox: -0.2%; GPT2 inh: inactive; IP6K1 inh: 0.0; SNCA expr inhib: 34.7%[activator]; SNCA viab count: 8.4%; FLuc inh: -9.7%

Results for CCOC(=O)C1CCC(CN(Cc2ccc(OC)cc2)S(=O)(=O)c2ccc(F)c(C(=O)Nc3cc(Cl)ccc3OC)c2)CC1 (configuration not stated) ?
IP6K1 inh: 29.8; SNCA expr inhib: -7.9%; SNCA viab count: -7.8%

Results for COc1cccc(S(=O)(=O)N2CCCCCCN(C)C(=O)CC2)c1 ?
3T3 cytotox: -3.6%; HEK cytotox: 0.1%; GPT2 inh: inactive; IP6K1 inh: -5.5; SNCA expr inhib: 29.1%; SNCA viab count: 2.0%; FLuc inh: -2.7%

Results for COC[C@H]1CCCN1C(=O)CC[C@H]1CNC(=O)[C@@H]2[C@@H](CCN2C2CCOCC2)N1C ?
3T3 cytotox: 4.8%[138 µM]; HEK cytotox: 1.7%[172 µM]; GPT2 inh: 0.6%[88.5 µM]; IP6K1 inh: 6.2; SNCA expr inhib: -13.6%[87.6 µM]; SNCA viab count: 0.1%[87.6 µM]; FLuc inh: -6.3%[172 µM]

Results for Cc1ccc(NC(=O)Nc2nnc(SCC(=O)N3CCCCC3)s2)cc1 ?
IP6K1 inh: -1.5; SNCA expr inhib: -29.0%; SNCA viab count: -9.4%

What do the screens show for `COc1ccc(CNC(=O)c2cc3c(-c4ccccc4F)nn(C)c3s2)c(OC)c1`?
IP6K1 inh: -5.4; SNCA expr inhib: inconclusive; SNCA viab count: -20.6%

What do the screens show for `O=C(c1ccccc1)N1CCC(c2nn(-c3ccc(Cl)cc3)c(=O)[nH]2)CC1`?
3T3 cytotox: inconclusive; HEK cytotox: inconclusive; GPT2 inh: inconclusive; IP6K1 inh: 10.7; SNCA expr inhib: -15.6%; SNCA viab count: 4.0%; FLuc inh: -4.8%

What do the screens show for `CC(=O)N1CCC2(CC1)CN(C(=O)CCC(=O)O)Cc1ccccc1O2`?
3T3 cytotox: 0.7%; HEK cytotox: 2.6%; GPT2 inh: -6.0%; IP6K1 inh: -4.2; SNCA expr inhib: 9.2%; SNCA viab count: 5.2%

How did CCC(=O)N1Cc2ccccc2CC2(CCCN(CC3CCOCC3)C2)C1 (configuration not stated) do in these assays?
3T3 cytotox: 1.1%; HEK cytotox: -3.4%; GPT2 inh: inconclusive; IP6K1 inh: 12.0; SNCA expr inhib: 6.1%; SNCA viab count: 0.3%

How did Cc1ccc(CCNC(=O)c2ccc(CSc3nc4ccncc4n3Cc3ccc(F)cc3)cc2)cc1 do in these assays?
IP6K1 inh: -6.4; SNCA expr inhib: -25.3%; SNCA viab count: -3.3%

How did O=C(Cn1nc2n(c1=O)CCCCC2)Nc1cccc(Br)c1 do in these assays?
3T3 cytotox: inactive; HEK cytotox: 2.6%; GPT2 inh: -3.3%; IP6K1 inh: -7.0; SNCA expr inhib: -17.5%; SNCA viab count: 7.4%; FLuc inh: 0.7%

Retrieved by structure from the list above:
How did Cc1ccc(-n2nc3n(c2=O)CCN(C(=O)Nc2ccc(Cl)cc2)C3)cc1 do in these assays?
3T3 cytotox: inconclusive; HEK cytotox: inconclusive; GPT2 inh: inactive; IP6K1 inh: 3.1; SNCA expr inhib: -17.5%; SNCA viab count: 6.5%; FLuc inh: -27.3%

What do the screens show for `CNc1cc(C(=O)N[C@H](c2cccs2)C2CC(O)C2)ccn1` (some centres not stated)?
3T3 cytotox: -2.6%; HEK cytotox: -0.2%; GPT2 inh: inactive; IP6K1 inh: 0.0; SNCA expr inhib: 34.7%[activator]; SNCA viab count: 8.4%; FLuc inh: -9.7%
